Screening data deposited in PubChem by National Center for Advancing Translational Sciences (NCATS).
Rab9 prom act: Rab9 promoter activation. AID 485297. 2.8% of 320,000 active. Huh7 Rab9 promoter-luciferase reporter, luminescence, 24 h. Potency, µM (series often up to 9.22 µM), inactives show at the highest dose activation, negative = inhibition, most hits filed as activators; also: % of control where 0% means no effect; nearly all actives have a fitted effect of over 60% in size
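Quantitative HTS format; Huh7 Rab9-luciferase reporter cells (1500/well) receive compound 2 h post-plating, incubate 24 h at 37 °C, then get luciferase reagent for 10 min before luminescence reading.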
Gal4-VP16 FLuc: Gal4-VP16 reporter inhibition counter-screen. 3.5% of 310,000 active. Drosophila S2 Gal4-VP16 UAS-luciferase, luminescence, 20 h. Potency, µM (highest dose often 53.6 µM), for inactives: at the highest dose activity, negative = inhibition, usual class: inhibitors;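 also: Gal4-VP16 expression switched on by copper sulfate through the metallothionein promoter; % is scaled to controls: 0 for no effect and ±100 for the full control effect; nearly all actives have a fitted effect of over 50% in size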
NPC1 promoter act: NPC1 promoter activation; Huh7 NPC1 promoter luciferase reporter, 24 h; AID 485313; Potency, µM (doses to about 9.22 µM), inactives show at the highest dose activation, actives largely listed as activators; 2.4% of 320,000 active;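 also: % of control where 0% means no effect; nearly all actives have a fitted effect of over 60% in size; reporter is driven by a mutant NPC1 promoter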
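Compounds in DMSO were transferred onto Huh7 NPC1-luciferase reporter cells pre-incubated 2 h; after 24 h at 37 °C, Amplite reagent was dispensed and luminescence recorded 10 min later.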
BRCA1 expr up: increases BRCA1 expression | Potency, µM (highest dose often 46.1 µM), without a hit: at the top dose activation, most hits filed as activators | 1.1% of 380,000 active | AID 624202 | MCF7-BRCA1-FFLuc reporter, luminescence, 48 h; response scale: scaled: vehicle 0%, 10 µM genistein 100%; also: nearly all actives have a fitted effect of over 80% in size; some results filed as inactive show a strong effect at the top dose
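Cells: MCF7-BRCA1-FFLuc, 2000/well. Exposure: 48 h, 37 °C, 5% CO2. Read: luminescence, 15 min post-substrate. Controls: genistein 10 microM (maximal activation), DMSO (neutral).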
RORg inh: blocks mouse ROR gamma transcriptional activity. P51450. Drosophila S2 Gal4-RORgamma UAS-luciferase reporter, 20 h. Potency, µM (highest dose often 53.6 µM), without a hit: at the highest dose activity change, negative = inhibition, hits mostly inhibitors. 5.4% of 310,000 active; also: % is scaled to controls: 0 for no effect and ±100 for the full control effect; nearly all actives have a fitted effect of over 60% in size
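Luminescence from a UAS-regulated Photinus luciferase reporter in stably transfected Drosophila Schneider cells is measured; decreased signal marks ROR gamma inhibition. Fusion expression is induced by 700 uM copper sulfate for 20 hr.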
p53 reactivator: restores transcriptional activity of mutant p53; Potency, µM (series often up to 92.2 µM), inactives show at the top dose activity change, positive = activation, actives largely listed as activators; 0.063% of 320,000 active; H1299 p53-A138V BP100-luciferase reporter, luminescence, 24 h; AID 504706; also: % of control where 0% means no effect; nearly all actives have a fitted effect of over 45% in size
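H1299 (p53-null), stable ts p53-A138V + BP100-Luc; 1000 cells/well, Opti-MEM/10% FBS; cpd 4 pt, 1:5; 24 h, 37 deg C, 5% CO2; detection reagent 10 min RT; luminescence.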
ELG1 genotoxic: inducers of genotoxicity in HEK293T ELG1-luciferase cells; HEK293T ELG1-luciferase reporter, luminescence, 16 h; Potency, µM (highest dose often 46 µM), for the others: at the top dose activity change, positive = activation, actives largely listed as activators; 1.3% of 330,000 active; AID 504466; also: % of control where 0% means no effect; nearly all actives have a fitted effect of over 60% in size
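DMSO vehicle served as control against compound-treated ELG1-luciferase HEK293T cells; exposure lasted 16 hr at 37 °C and 5% CO2, followed by ONE-Glo luminescence detection after 30 min.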
uPA generation: inhibitors of cell surface uPA generation. cell surface uPA generation assay, qHTS. Potency, µM (doses to about 38.3 µM), inactives show at the highest dose activity change, negative = inhibition, most hits filed as inhibitors. 0.31% of 330,000 active. AID 540303; active = well fitted inhibition curve with a large enough effect; inconclusive = small, poorly fitted or top-dose-only effect; inactive = no such curve, though single readings can be large or run the other way; tested in mouse RAW 264.7 cells; also: % is scaled to controls: 0 for no effect and ±100 for the full control effect; nearly all actives have a fitted effect of over 55% in size
FLuc modulator: counter-screen for miR-21 project: firefly luciferase inhibitors or activators | P08659 | purified FLuc, Km substrates, luminescence inhibition | Potency, µM (series often up to 57.5 µM), inactives show top-dose activity change, negative = inhibition, actives largely listed as inhibitors | 6.9% of 360,000 active | AID 588342;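 also: plate controls were vehicle for no effect and reference inhibitor for full effect; nearly all actives have a fitted effect of over 55% in size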
Target sequence (P08659 whole entry, looked up): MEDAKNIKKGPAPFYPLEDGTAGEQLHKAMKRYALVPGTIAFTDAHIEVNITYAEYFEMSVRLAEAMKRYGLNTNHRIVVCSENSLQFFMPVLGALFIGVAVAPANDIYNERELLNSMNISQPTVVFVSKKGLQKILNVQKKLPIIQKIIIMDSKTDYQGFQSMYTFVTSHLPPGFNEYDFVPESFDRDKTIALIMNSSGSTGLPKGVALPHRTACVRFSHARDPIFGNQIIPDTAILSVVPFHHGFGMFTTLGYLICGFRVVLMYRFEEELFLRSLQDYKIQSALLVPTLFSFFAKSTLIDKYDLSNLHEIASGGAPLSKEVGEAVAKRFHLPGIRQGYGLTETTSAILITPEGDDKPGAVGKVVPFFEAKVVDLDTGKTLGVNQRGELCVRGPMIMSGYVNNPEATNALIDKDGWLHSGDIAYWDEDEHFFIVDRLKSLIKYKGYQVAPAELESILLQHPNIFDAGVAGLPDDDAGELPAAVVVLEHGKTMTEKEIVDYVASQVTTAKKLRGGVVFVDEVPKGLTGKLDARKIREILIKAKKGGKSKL
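Purified P. pyralis luciferase, 10 nM final, with Km-level 10 uM D-luciferin and 10 uM ATP in 50 mM Tris acetate pH 7.5, 10 mM Mg acetate, 0.01% Tween-20, 0.05% BSA; 6-point qHTS titration about 60 µM downward; luminescence read.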
MBNL1-CUG inh: MBNL1-poly(CUG) RNA binding inhibition | TR-FRET MBNL1-His/biotin-(CUG)12 binding, 665/545 ratio | Q9NR56 | Potency, µM (top dose mostly 57.5 µM), without a hit: at the highest dose activity change, negative = inhibition, most hits filed as inhibitors | 0.036% of 280,000 active; active = well fitted inhibition curve with a large enough effect in the signal ratio, with a control signal flat, not every such curve was filed as active; inconclusive = small, poorly fitted or top-dose-only effect, or effect the other way, or a change in a side signal; inactive = no such curve, though single readings can be large or run the other way; the % refers to the signal ratio; also: % is scaled to controls: 0 for no effect and ±100 for the full control effect
Target sequence (Q9NR56 whole entry, looked up): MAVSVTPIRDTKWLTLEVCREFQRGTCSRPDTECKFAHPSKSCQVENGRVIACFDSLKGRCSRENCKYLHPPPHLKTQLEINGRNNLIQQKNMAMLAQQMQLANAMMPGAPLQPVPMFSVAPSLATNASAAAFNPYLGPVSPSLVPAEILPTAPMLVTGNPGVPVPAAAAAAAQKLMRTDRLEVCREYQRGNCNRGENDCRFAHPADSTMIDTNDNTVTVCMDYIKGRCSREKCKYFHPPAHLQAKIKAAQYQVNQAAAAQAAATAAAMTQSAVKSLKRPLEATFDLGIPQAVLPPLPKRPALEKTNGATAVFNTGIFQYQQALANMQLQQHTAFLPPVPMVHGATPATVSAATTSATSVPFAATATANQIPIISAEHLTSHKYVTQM
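TR-FRET readout: Ex 340 nm, 665/545 nm emission ratio, normalized to buffer-only (basal) and MBNL1-(CUG)12 controls. Complex of MBNL1-His with Biotin-(CUG)12, compounds 92 nM–58 uM, incubated 60 min at room temperature.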
* hit, by the source's call; ? = inconclusive; . = no result given; & = joins results of further samples; [ ] = another dose, or the depositor's remark. Unless noted, calls follow the shape of the dose curve; as a rule, active = well fitted curve in the direction sought with a large enough effect; inconclusive = small, poorly fitted or top-dose-only effect, or another doubt; inactive = no such curve, though single readings can be large; an effect the other way counts as inactive or inconclusive. Potency is read from the fitted curve at half-maximal effect.

SMILES | Rab9 prom act | Gal4-VP16 FLuc | NPC1 promoter act | BRCA1 expr up | RORg inh | p53 reactivator | ELG1 genotoxic | uPA generation | FLuc modulator | MBNL1-CUG inh
Cc1ccc2ncnc(Nc3ccccc3)c2c1 | -3% | 3% | -2% | 1% | 13% | -9% | -3% | -3% | -20% | 0%
CCn1nc(C(=O)Nc2ccccc2C)c(Cl)c1Cl | 0% | -6% | -1% | -28% | 8% | 2% | 10% | 1% | -2% | -9%
CCNC(=S)N1CCC(C(N)=O)CC1 | -1% | 1% | 0% | 5% | 3% | 2% | 0% | -2% | 1% | 6%
COc1ccc(CC(=O)N2CCN(c3ccccc3OC)CC2)cc1OC | -3% | -5% | -1% | 25% | 24% | -14% | -3% | -1% | 1% | -5%
CN(C)N1C(N)=C(C#N)C(c2cccc(Cl)c2)C2=C1CCCC2=O (stereo not given) | 2% | 23% | -4% | -34% | 0% | -2% | 0% | -1% | -1% | -6%
O=S(=O)(/N=C/N1CCOCC1)c1ccc(Cl)cc1 | 3% | -3% | 2% | 1% | -8% | 0% | 2% | 1% | 1% | -14%
Cc1cnn(-c2nc(-c3cccs3)cc(C(F)(F)F)n2)c1 | -4% | -23% | -1% | -33% | ? | -10% | -4% | . | 4% | ?
CCOc1ccc(NC(=O)CCSc2nnc(C)s2)cc1 | -4% | 3% | -6% | 0% | -1% | -1% | 3% | -2% | ? | -7%
COc1ccc(C(=O)NC(C)c2nnc(SCC(=O)NC3=NCCS3)n2C)cc1 (stereo not given) | 1% | 8% | 1% | 0% | 0% | -3% | 4% | 5% | 0% | -2%
CCSc1nc(N)nc(-c2cccs2)c1C#N | 23% | ? | 26% | 65% | 35% | 15% | 21µM* | -10% | ? | 15%
CCOC(=O)N1CCN(C(=O)COc2cccc3c2CCN(Cc2ccccc2F)C3=O)CC1 | -8% | -3% | -2% | -40% | ? | -20% | -5% | 0% | 5% | .
CCCCNC(=O)c1onc(CSc2ccccc2)c1C(=O)O | -1% | -5% | 1% | 0% | 35% | -4% | 0% | -2% | ? | -7%
CCOC(=O)Cn1c(SC)nc2sc3c(c2c1=O)CC(C)(C)OC3 | 0% | 4% | -1% | -12% | 6% | -3% | 0% | -8% | 4% | 2%
CCN(CC)c1ccc(N2C(=O)/C(=C/c3cccnc3)SC2=S)cc1 | -1% | -6% | 3% | -5% | 1% | -2% | -5% | 0% | 4% | -6%
Cc1ccc(C(C)(C)C)cc1S(=O)(=O)Nc1cccc(C(=O)N2CCN(c3ccccn3)CC2)c1 | 0% | . | 0% | -43% | . | 0% | -7% | -9% | -12% | .
CCOC(=O)c1c(C)[nH]c(C(=O)N/N=C\c2ccccc2O)c1C | -6% | 1.4µM* | -7% | -69% | 1.6µM* | ? | ? | ? | 6.7µM* | 0%
Cc1nc([N+](=O)[O-])c(C(=O)OCc2ccc(C#N)cc2)n1C | 6% | 17% | -2% | 11% | 41% | 24% | -1% | 3% | 0% | ?
C/C(CC(=O)Nc1ccc(Cl)cn1)=N\NC(=O)Cc1cccs1 | -2% | 2% | -2% | 15% | -38% | 3% | 13% | -1% | 3% | 7%
COC(=O)c1sc(N2CCN(c3ccc(Cl)cc3)CC2)nc1N | -20% | -14% | -1% | -29% | ? | -2% | -5% | 0% | -16% | -16%
Cc1c(CCO)c(=O)[nH]n1C(=O)c1ccc(F)cc1 | -5% | 11µM* | 1% | 33% | 10µM* | -6% | -1% | -1% | ? | -1%
COCCCNC1=C(Cl)C(=O)c2ccccc2C1=O | -3% | -18% | -1% | -42% | -28% | -12% | -5% | -13% | ? | ?
CCN(CC)CCCOc1nc(C)nc2c1oc1ccccc12 | -4% | 18% | -4% | 23% | -22% | -1% | 3% | -1% | -1% | -8%
O=C1c2[nH]nc(-c3ccccc3O)c2C(c2cccc(Cl)c2)N1CC1CCCO1 (stereo not given) | -5% | ? | 1% | -54% | 5% | -12% | -7% | -6% | -1% | 4%
CCC(C(=O)NCc1ccco1)N(C(=O)CNS(=O)(=O)c1ccccc1)c1ccc(F)cc1 (stereo not given) | -8% | -8% | 3% | -8% | 11% | -1% | -6% | 4% | -1% | 0%
CSc1ccc(CCCCCCOC(=O)C(C)(C)C)cc1 | -2% | . | 3% | 1% | . | 26% | -1% | 15% | -9% | .
CC(=O)Nc1cccc(NC(=O)CCn2cnc3cc(C)c(C)cc32)c1 | -5% | -9% | -6% | 13% | 11% | -1% | 1% | 3% | 4% | -1%
CC(C)(C)OC(=O)NCCc1nnc(SCc2c(Cl)cccc2Cl)o1 | 0% | 18% | -3% | -1%[1.84 µM] | 17% | -10% | -1% | 4% | 6% | -8%
Cn1nc(C(F)(F)F)cc1-c1ccc(S(N)(=O)=O)s1 | ? | 12% | ? | 0% | 23% | 13% | 15% | 0% | ? | .
CCCCNS(=O)(=O)c1ccc2nc(SCC(=O)c3ccc(C#N)cc3)[nH]c2c1 | 3% | 2% | -4% | -13% | -24% | 0% | -9% | -1% | 2% | 13%
CCn1ccnc1[C@@H]1C[C@H]2CN(c3ccccc3OC)C(=O)[C@]23CCCN13 | -12% | -18% | 2% | 2% | -37% | -1% | 0% | 0% | -3% | 10%

Fetched by structure from the entries so far, 2 records:
SMILES | Rab9 prom act | Gal4-VP16 FLuc | NPC1 promoter act | BRCA1 expr up | RORg inh | p53 reactivator | ELG1 genotoxic | uPA generation | FLuc modulator | MBNL1-CUG inh
Cc1ccc2ncnc(Nc3ccccc3)c2c1 | -3% | 3% | -2% | 1% | 13% | -9% | -3% | -3% | -20% | 0%
CC(C)(C)OC(=O)NCCc1nnc(SCc2c(Cl)cccc2Cl)o1 | 0% | 18% | -3% | -1%[1.84 µM] | 17% | -10% | -1% | 4% | 6% | -8%

An excerpt from above in order of molecular weight, high to low.
SMILES | Rab9 prom act | Gal4-VP16 FLuc | NPC1 promoter act | BRCA1 expr up | RORg inh | p53 reactivator | ELG1 genotoxic | uPA generation | FLuc modulator | MBNL1-CUG inh
C/C(CC(=O)Nc1ccc(Cl)cn1)=N\NC(=O)Cc1cccs1 | -2% | 2% | -2% | 15% | -38% | 3% | 13% | -1% | 3% | 7%
CCOC(=O)c1c(C)[nH]c(C(=O)N/N=C\c2ccccc2O)c1C | -6% | 1.4µM* | -7% | -69% | 1.6µM* | ? | ? | ? | 6.7µM* | 0%
CCOc1ccc(NC(=O)CCSc2nnc(C)s2)cc1 | -4% | 3% | -6% | 0% | -1% | -1% | 3% | -2% | ? | -7%

Individual results from above.
Cc1c(CCO)c(=O)[nH]n1C(=O)c1ccc(F)cc1 @ p53 reactivator: -6%
CCOC(=O)Cn1c(SC)nc2sc3c(c2c1=O)CC(C)(C)OC3 @ FLuc modulator: 4%
O=C1c2[nH]nc(-c3ccccc3O)c2C(c2cccc(Cl)c2)N1CC1CCCO1 (stereo not given) @ NPC1 promoter act: 1%
CCC(C(=O)NCc1ccco1)N(C(=O)CNS(=O)(=O)c1ccccc1)c1ccc(F)cc1 (stereo not given) @ MBNL1-CUG inh: 0%

The list continues:
SMILES | Rab9 prom act | Gal4-VP16 FLuc | NPC1 promoter act | BRCA1 expr up | RORg inh | p53 reactivator | ELG1 genotoxic | uPA generation | FLuc modulator | MBNL1-CUG inh
COc1ccc(-c2nn(-c3ccccc3)cc2/C=N/n2cnnc2)cc1OC | -6% | 2% | -3% | 17% | 7% | -28% | 7% | -8% | 19µM* | -4%
CCNC(=S)Nc1ccc(N(c2ccccc2)C(C)C)cc1 | -6% | -2% | -1% | -49% | -44% | 10% | 1% | . | 0% | 1%
O=c1c2ccccc2ncn1-c1ccc(Cl)cc1[N+](=O)[O-] | 6% | 3% | -3% | 29% | 22% | 2% | -2% | 2% | 1% | ?
C/C(=N\S(=O)(=O)c1ccc(C)cc1)N(C)C | 0% | 6% | -6% | 7% | -3% | 0% | 0% | 4% | -1% | -1%
CC(C)(C)OC(=O)n1cc(C(=O)c2ccccc2O)cn1 | 3% | -5% | -4% | 5% | -16% | 5% | 0% | 2% | ? | -1%
O=C1c2ccccc2S(=O)(=O)N1CC(O)Cn1c2ccccc2c2ccccc21 (stereo not given) | 0% | -1% | -11% | -28% | ? | 4% | 1% | -1% | ? | -8%
COCC(C)NC(=O)COCc1cc(-c2ccc3c(c2)OCO3)on1 (stereo not given) | 1% | 5% | 3% | -1% | -7% | -3% | 1% | 2% | ? | 3%
CNC(=S)N(CCCO)Cc1cc2cc3c(cc2[nH]c1=O)OCO3 | -2%[1.84 µM] | -12% | -1% | -16% | -30% | -5% | 4% | -6% | 0% | 3%
CCN(CC)CCCNC(=S)N(Cc1cccnc1)Cc1cc2cccc(C)c2[nH]c1=O | -4% | 3% | 1% | 0% | 7% | 9% | 3% | -2% | 0% | -16%
COc1ccc(N(C(=O)c2cccc([N+](=O)[O-])c2)S(=O)(=O)c2cccs2)cc1 | -4% | 0% | 0% | -7% | -18% | 13% | -4% | -12% | -1% | ?
CCOC(=O)C1CCCN(C(=O)c2cc(Cl)ccc2Cl)C1 (stereo not given) | -1% | 18% | 8% | 26% | -22% | -5% | -3% | -7% | 2% | -2%
O=C(NCCCN1CCOCC1)c1ccc2c(c1)N(Cc1ccccc1)C(=O)c1ccccc1S2 | -3% | 5% | -4% | -3% | -4% | -11% | 0% | -6% | 1%&2% | -2%
